Assay outcomes from PubChem BioAssay.
KinaseGlo FLuc: Counterscreen for Luciferase (Kinase-Glo TM) Inhibition. Kinase-Glo luciferase, ATP luminescence, 8 min. Potency, µM (top dose mostly 38.3 µM), for the others: at the top dose activity change, negative = inhibition, most hits filed as inhibitors. 0.28% of 200,000 active. AID 1379, 2008; also: potency is read from the fitted curve at half-maximal effect; % is scaled to controls: 0 for no effect and ±100 for the full control effect; nearly all actives have a fitted effect of over 60% in size
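Recombinant Kinase-Glo luciferase, 10 uM ATP (linear range), luciferin; imidazole pH 7.2 / KCl / MgCl2 / Tween / BSA buffer; 8 min RT; luminescence.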
SMN2 splice up: qHTS Assay for Enhancers of SMN2 Splice Variant Expression. HEK293 SMN2-luciferase splicing reporter, luminescence, 30-36 h. Potency, µM (titrated, usually from 46.1 µM), for inactives: at the top dose activity change, positive = activation, hits mostly activators. 2.8% of 210,000 active; also: potency is read from the fitted curve at half-maximal effect; % of control where 0% means no effect; nearly all actives have a fitted effect of over 55% in size
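HEK293 cells carry an SMN2 minigene-luciferase reporter in which exon 7 inclusion puts luciferase in frame. Cells were seeded at 2000 cells/well, attached for 10-12 hours, then exposed to compounds for 30-36 hours at 37C before ONE-Glo luminescence.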
HTT ATP protect: qHTS Multiplex Assay to Identify Dual Action Probes in a Cell Model of Huntington: Cytoprotection (ATP); PC12 HTT-Q103 induced, cytoprotection, ATP luminescence, 40 h; Potency, µM (titrated, usually from 56.4 µM), for the others: cytoprotection (ATP increase), most hits filed as activators; 0.14% of 230,000 active; AID 1471, 2008;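 also: potency is read from the fitted curve at half-maximal effect; % of control where 0% means no effect; nearly all actives have a fitted effect of over 45% in size; toxic huntingtin expression switched on by the ecdysone agonist tebufenozide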
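PC12 cells stably carrying ecdysone-inducible Htt exon 1 (Q103)–GFP were induced with 100 nM tebufenozide (final) alongside library compounds in a dose series. Cytoprotection was scored as retained ATP by ATPlite luminescence.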
HTT aggregate: qHTS Multiplex Assay to Identify Dual Action Probes in a Cell Model of Huntington: Aggregate Formation (GFP); PC12 HttQ103-GFP aggregates, Acumen cytometry, 40 h; Potency, µM (titrated, usually from 46.1 µM), without a hit: top-dose activity change, negative = inhibition, actives largely listed as inhibitors; 1.1% of 220,000 active; AID 1688, 2009; also: potency is read from the fitted curve at half-maximal effect; % is scaled to controls: 0 for no effect and ±100 for the full control effect; nearly all actives have a fitted effect of over 60% in size
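Using laser scanning cytometry, GFP-positive aggregates were counted after lysis of PC12 cells induced with 100 nM tebufenozide to express HTT exon 1 Q103–GFP. Compounds were tested in titration.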
LMNA splice mod: qHTS Assay for Modulators of Lamin A Splicing | HeLa LMNA splicing GFP/RFP minigene ratio, 48 h | Potency, µM (titrated, usually from 46.1 µM), without a hit: top-dose ratio change, negative = inhibition, hits mostly inhibitors | 0.01% of 200,000 active | AID 1487, 2009; active = well fitted inhibition curve with a large enough effect in the signal ratio, with a control signal flat, not every such curve was filed as active; inconclusive = small, poorly fitted or top-dose-only effect, or effect the other way, or a change in a side signal; the % refers to the signal ratio; also: potency is read from the fitted curve at half-maximal effect; % is scaled to controls: 0 for no effect and ±100 for the full control effect
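S3 HeLa stable clones carrying a lamin A-EGFP splicing minigene plus DsRed2 were seeded at 600 cells/well in Opti-MEM with 2% FBS, pin-dosed and incubated 48 h at 37°C. Acumen cytometry (488 nm) gave the GFP/RFP total-intensity ratio.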
IMPase Li cell: qHTS Assay for Identifying the Cell-Membrane Permeable IMPase Inhibitors: Potentiation with Lithium; CHO-M1 cells, IP1 TR-FRET (IP-One), carbachol + lithium; Potency, µM (doses to about 59.4 µM), inactives show top-dose activity, negative = IMPase inhibition, actives largely listed as inhibitors; 0.35% of 210,000 active; AID 1457, 2008;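 also: IP1 builds up when IMPase is blocked and the TR-FRET signal falls; potency is read from the fitted curve at half-maximal effect; plate controls were basal vehicle for no effect and high inhibitor control for full effect; nearly all actives have a fitted effect of over 50% in size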
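CHO cells stably expressing M1 receptor (2000/well, cultured 16–30 h) treated 30 min at 37C with compound plus low lithium. Cytosolic IP1 by TR-FRET (665/620 ratio and 620 channel) after 10 min lysis; AC50 by Hill fit.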
CBFb RUNX1 block: qHTS Assay for Compounds Blocking the Interaction Between CBF-beta and RUNX1 for the Treatment of Acute Myeloid Leukemia; AlphaScreen CBFb-His/RUNX1-biotin binding, biochemical; Runt-related transcription factor 1 (Homo sapiens) + Core-binding factor subunit beta …; 230,000 tested, under 10 active; Potency, µM (top dose mostly 59.8 µM), inactives show at the highest dose activity, negative = inhibition, most hits filed as inhibitors; also: % of control where 0% means no effect
Target sequence (Q01196 whole entry, looked up): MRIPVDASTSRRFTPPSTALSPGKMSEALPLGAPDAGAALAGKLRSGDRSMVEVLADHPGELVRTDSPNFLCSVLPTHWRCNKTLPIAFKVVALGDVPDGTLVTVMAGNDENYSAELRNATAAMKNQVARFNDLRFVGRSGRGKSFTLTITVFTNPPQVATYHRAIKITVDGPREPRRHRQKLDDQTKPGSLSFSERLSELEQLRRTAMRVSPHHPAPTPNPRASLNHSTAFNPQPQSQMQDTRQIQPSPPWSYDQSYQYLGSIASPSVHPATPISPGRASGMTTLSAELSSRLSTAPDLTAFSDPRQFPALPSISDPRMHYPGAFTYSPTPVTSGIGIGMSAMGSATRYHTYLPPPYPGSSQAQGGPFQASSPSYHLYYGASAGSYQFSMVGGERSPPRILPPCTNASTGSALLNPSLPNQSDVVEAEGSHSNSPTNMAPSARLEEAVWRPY
Target sequence (Q13951 whole entry, looked up): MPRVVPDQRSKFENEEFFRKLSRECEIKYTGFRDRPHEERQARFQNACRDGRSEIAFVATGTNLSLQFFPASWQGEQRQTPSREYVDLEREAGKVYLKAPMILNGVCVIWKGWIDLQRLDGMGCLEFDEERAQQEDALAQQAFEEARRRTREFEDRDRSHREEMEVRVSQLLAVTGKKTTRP
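Read-out: AlphaScreen. Format: His-CBF-beta with biotinylated RUNX1 (30 nM each) preincubated 20 min, compound 15 min, Ni-chelate plus streptavidin beads 90 min; room temperature throughout.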
Numbers without * were called inactive; ? = inconclusive; / = not tested or not shown; [ ] = dose if it differs, or a comment. Unless noted, calls follow the shape of the dose curve; as a rule, active = well fitted curve in the direction sought with a large enough effect; inconclusive = small, poorly fitted or top-dose-only effect, or another doubt; inactive = no such curve, though single readings can be large; an effect the other way counts as inactive or inconclusive.

SMILES | KinaseGlo FLuc | SMN2 splice up | HTT ATP protect | HTT aggregate | LMNA splice mod | IMPase Li cell | CBFb RUNX1 block
COc1ccc2c(c1)O[C@@H](c1cccc(C(F)(F)F)c1)[C@H](OC(=O)Nc1cc(OC)c(OC)c(OC)c1)C2=O | 3% | -2% | / | / | / | 6% | -8%
CC(C)c1ccc(CNCc2ccccc2)cc1 | -4% | -9% | -2% | 10% | -4% | 12%[38.3 µM] | 3%
COc1ccc([C@H]2Oc3cc(O)cc(O)c3C(=O)C2[C@@H]2C(=O)c3c(O)cc(O)cc3O[C@@H]2c2ccc(OC)cc2)cc1 (stereo not given in full) | / | / | 35%[10 µM] | ? | / | / | -1%
COc1cccc(-c2ccc3ncnc(NCc4ccc(OC)cc4OC)c3c2)c1 | / | / | -167%[inhibitor] | / | ? | 26% | /
CC(O)c1nc2ccccc2n1CCCOc1ccccc1 (stereo not given) | / | / | 4%[10 µM] | -4%[9.22 µM] | / | / | 7%
CCOC(=O)CCn1nc(-c2ccccc2)cc1N | -5% | -2% | 0% | -2% | 17% | -4%[38.3 µM] | -5%
CCC(C)NC(=O)/C=C/c1cccs1 (stereo not given) | -2% | 9% | 2%[10 µM] | -11% | -4% | 4% | -2%
Oc1c(Cl)cc(Cl)cc1/C=N/Nc1ncc(Br)cn1 | -3% | -60%[inhibitor] | / | ? | / | -10% | 4%
O=C(CC1C(=O)NCCN1Cc1ccc(F)cc1)NCCOc1cccnc1 (stereo not given) | / | / | -3%[10 µM] | -22%[9.22 µM] | / | -5% | 2%
CC(C)c1ccc(NC(=O)CSc2ncccc2C(=O)Oc2cccc([N+](=O)[O-])c2)cc1 | -2% | 10µM* | -9%[10 µM] | -5% | 0% | 4% | 3%
O=C(CSc1nnc(CCCO)n1-c1ccccc1)NCCc1ccccc1 | 4% | 20% | 17% | -6% | 7% | 28%[38.3 µM] | 5%
CCOC(=O)N1CCN(C(=O)Cn2cnc3ccccc3c2=O)CC1 | -3% | 8% | 7%[10 µM] | 15% | / | -4% | 5%
Cc1nn(Cc2ccc(Cl)c(Cl)c2)c(C)c1NC(=O)c1cc(-c2ccco2)on1 | 2% | -43%[inhibitor] | 6%[10 µM] | 2% | ? | 30% | -1%
O=P(O)(CCc1ccccn1)CN1CCOCC1 | 1% | -4% | -14% | -1% | 2% | -7%[38.3 µM] | 16%
CCN=C1SC(C(=O)Nc2ccc(OCC)cc2)CC(=O)N1CC (stereo not given) | 2% | -40%[inhibitor] | -22% | -11% | / | -3% | 5%
O=C(Nc1ccc(Cl)c([N+](=O)[O-])c1)Nc1nc2ccccc2s1 | / | / | 20%[10 µM] | -17%[9.22 µM] | / | / | 6%
CCCCNS(=O)(=O)c1ccc2nc(SCC(=O)c3ccccc3OC)[nH]c2c1 | 0% | -25% | -43% | 19% | ? | 7%[38.3 µM] | -4%
CC(=O)C(Sc1ccc2nnc(-c3ccc(F)cc3)n2n1)C(C)=O | 2% | 21% | -34% | -15% | -5% | 3%[38.3 µM] | 1%
Cn1c(-[n+]2c(-c3ccccc3)cc(-c3ccccc3)cc2-c2ccccc2)nc2c([N+](=O)[O-])cccc21 | 2% | -13% | / | ? | ? | 13% | 2%
S=C(Nc1ccc2[nH]ccc2c1)NC1CCCCC1 | / | / | -11%[10 µM] | -20%[9.22 µM] | / | / | -8%
O=C(NCC1CCCO1)c1ccc(NS(=O)(=O)c2cccs2)cc1 (stereo not given) | / | / | 1%[10 µM] | -16%[9.22 µM] | -5%[46 µM] | / | 4%
CCc1ccc(S(=O)(=O)NC(=S)NC2CCCCC2)cc1 | / | / | -21% | -1% | / | / | 8%
COc1ccc(Cn2c(=O)[nH]c3cc(C(=O)NCCc4ccc(S(N)(=O)=O)cc4)ccc3c2=O)cc1 | 1% | 6% | 5%[10 µM] | 10% | -9%[46 µM] | 0% | 12%
COc1ccccc1CNC(=O)c1ccc2nc3[nH]c4ccccc4c3nc2c1 | 0% | 13% | 36%[10 µM] | 5% | ? | 20% | 2%
COc1ccc(OC)c(NC(=O)Nc2nnc(N3CCC(C)CC3)s2)c1 | 2% | -10% | -5% | ? | 4% | -2% | -2%[2.36 µM]

Overlap with the part before: three compounds; new compounds follow.
SMILES | KinaseGlo FLuc | SMN2 splice up | HTT ATP protect | HTT aggregate | LMNA splice mod | IMPase Li cell | CBFb RUNX1 block
COc1ccc(Cn2c(=O)[nH]c3cc(C(=O)NCCc4ccc(S(N)(=O)=O)cc4)ccc3c2=O)cc1 | 1% | 6% | 5%[10 µM] | 10% | -9%[46 µM] | 0% | 12%
COc1ccccc1CNC(=O)c1ccc2nc3[nH]c4ccccc4c3nc2c1 | 0% | 13% | 36%[10 µM] | 5% | ? | 20% | 2%
COc1ccc(OC)c(NC(=O)Nc2nnc(N3CCC(C)CC3)s2)c1 | 2% | -10% | -5% | ? | 4% | -2% | -2%[2.36 µM]
COc1ccc(C(=O)/C=C\N2CCOCC2)cc1 | -10% | / | -5% | 11% | 5% | 36%[activator][38.3 µM] | -4%
Cn1c(=O)n(C)c2cc(/C=N/N=C3/NC(=O)C(CC(=O)O)S3)ccc21 (stereo not given) | -5% | -2% | / | / | / | 7% | 2%
CC1CN(S(=O)(=O)c2ccc(Cl)c(C(F)(F)F)c2)CC(C)O1 (stereo not given) | 5% | -46%[inhibitor] | 4%[0.074 µM] | -11% | -5% | 10µM* | 9%
CC(=O)O[C@@H]1[C@H]2[C@@H](C[C@@H](C)[C@@H]3C=CC(=O)[C@@]13C)OC(=O)[C@@H]2C | / | / | 7%[10 µM] | 18%[9.22 µM] | / | / | 5%
CC(C)[C@H](NC(=O)Nc1ccc2c(c1)OCCO2)C(=O)O | 0% | 0% | 11% | -22% | 6% | 16%[38.3 µM] | 4%
O=C(CSc1nc2c(c(=O)n1-c1ccc(F)cc1)SCC2)NCC1CCCO1 (stereo not given) | 2% | -4% | 5% | -5%[9.22 µM] | 4% | 26%[38.3 µM] | -6%
O=C(Cc1ccccc1)Nc1ccccc1N1CCCC1 | -2% | -8% | / | 18% | 4%[46 µM] | 6% | 1%
COc1ccc(-c2cc(C(=O)NCc3cn(C)nc3C)c3ccccc3n2)cc1OC | -2% | 4% | 5%[10 µM] | 12% | -2% | -4% | 7%
CCCn1c(CNC(=O)c2ccccc2)nc2ccccc21 | 2% | -9% | 0%[0.074 µM] | 4% | 3% | 8%[38.3 µM] | 4%
Cc1ccc(S(=O)(=O)N(C)CCCC(=O)n2nc(C)cc2C)cc1 | 3% | ? | 8% | -16% | -5% | 2%[38.3 µM] | 7%
C#CCCOC(=O)Nc1ccccc1 | / | / | 10%[10 µM] | 14%[9.22 µM] | / | / | 10%
COc1ccc(C(=S)N2CCCC2)cc1OC | 18% | 0% | -7% | -5% | 8% | 22%[38.3 µM] | 0%
O=C(NCc1ccc(Cl)cc1)C(=O)Nc1nccs1 | -2% | 9% | 1%[10 µM] | 21% | / | -6% | 5%
c1ccc(Cn2nnc3c(N4CCCC4)ncnc32)cc1 | -1% | 17% | -23%[10 µM] | -26% | 1% | -7%[38.3 µM] | 3%
Nc1ccc(CCc2nc3ccccc3o2)cc1 | -1% | 13µM* | -53%[inhibitor] | ? | -6% | 27%[38.3 µM] | 0%
N#CC1=C(N)Oc2n[nH]c(-c3cccs3)c2C1c1cccs1 (stereo not given) | 3% | -6% | -12% | 17% | 10% | 10%[38.3 µM] | -2%
Cc1onc(-c2ccccc2Cl)c1NC(=O)NCc1cccs1 | / | / | -11%[10 µM] | -31%[9.22 µM] | / | / | 5%
Cc1cc(C)nc(SCc2ccccc2C#N)n1 | 2% | -13% | -5% | -7% | -3% | 18%[38.3 µM] | 8%
COc1ccc(CCC(=O)OCC(=O)c2cccc(OC)c2)cc1 | 0% | -18% | -3% | -3% | / | 10% | ?
COc1ccccc1N1CCN(C(=O)CC2NC3CCCCC3NC2=O)CC1 (stereo not given) | 9% | 11% | -6% | -5% | 9% | -8%[38.3 µM] | 0%
Nc1ccc(C(=O)C(=O)c2ccc(N)cc2)cc1 | / | / | 31%[10 µM] | 18%[9.22 µM] | / | / | 5%
C/C(=N\NC(=O)c1c(Cl)cnn1C)c1ccc(NC(=O)c2ccncc2)cc1 | -2% | -22% | -24%[10 µM] | -9% | -13% | 2% | -7%
Cc1ccc(S(=O)(=O)N2CCN(C(C)C(=O)N3CCCc4ccccc43)CC2)cc1 (stereo not given) | -1% | -29% | -37% | -11% | ? | 4%[38.3 µM] | -5%
c1csc(C2C3=C(Nc4ncnn42)c2ccccc2OC3)c1 (stereo not given) | 0% | 14% | 23% | 0%[9.22 µM] | ? | 15%[38.3 µM] | -3%
CCN(CC)C(=O)C1CCN(Cc2ccc(Br)cc2)CC1 | 2% | -20% | -9% | 11% | 1% | 9%[38.3 µM] | 1%
CCCc1cc(=O)[nH]c(SCC(=O)c2cc(C)n(CCOC)c2C)n1 | -4% | -7% | -16%[0.074 µM] | ? | ? | -5%[38.3 µM] | -2%

With a hit mark in IMPase Li cell, of those listed so far:
| canonical_smiles | HTT aggregate | IMPase Li cell | CBFb RUNX1 block |
| --- | --- | --- | --- |
| CC1CN(S(=O)(=O)c2ccc(Cl)c(C(F)(F)F)c2)CC(C)O1 (stereo not given) | -11% | 10µM* | 9% |

One compound at a time, as listed above. Screens in order: KinaseGlo FLuc, SMN2 splice up, HTT ATP protect, HTT aggregate, LMNA splice mod, IMPase Li cell, CBFb RUNX1 block
Cc1onc(-c2ccccc2Cl)c1NC(=O)NCc1cccs1 is listed as /, /, -11%[10 µM], -31%[9.22 µM], /, /, 5%
Cn1c(-[n+]2c(-c3ccccc3)cc(-c3ccccc3)cc2-c2ccccc2)nc2c([N+](=O)[O-])cccc21 is listed as 2%, -13%, /, ?, ?, 13%, 2%
